Screening results: PubChem BioAssay, several laboratories
PPARg SRC-2 ag: agonists of PPARg-SRC-2 recruitment, primary screen, biochemical, HTS; activation, % at 8 µM; 200,000 tested, 0.34% active; Peroxisome proliferator-activated receptor gamma (Homo sapiens), P37231; PPARgamma LBD-SRC-2 recruitment; in the data active = activation above about 22%;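 note: 0% = vehicle and 100% = reference agonist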
Target sequence (P37231 whole entry, looked up, the tested form may be a part): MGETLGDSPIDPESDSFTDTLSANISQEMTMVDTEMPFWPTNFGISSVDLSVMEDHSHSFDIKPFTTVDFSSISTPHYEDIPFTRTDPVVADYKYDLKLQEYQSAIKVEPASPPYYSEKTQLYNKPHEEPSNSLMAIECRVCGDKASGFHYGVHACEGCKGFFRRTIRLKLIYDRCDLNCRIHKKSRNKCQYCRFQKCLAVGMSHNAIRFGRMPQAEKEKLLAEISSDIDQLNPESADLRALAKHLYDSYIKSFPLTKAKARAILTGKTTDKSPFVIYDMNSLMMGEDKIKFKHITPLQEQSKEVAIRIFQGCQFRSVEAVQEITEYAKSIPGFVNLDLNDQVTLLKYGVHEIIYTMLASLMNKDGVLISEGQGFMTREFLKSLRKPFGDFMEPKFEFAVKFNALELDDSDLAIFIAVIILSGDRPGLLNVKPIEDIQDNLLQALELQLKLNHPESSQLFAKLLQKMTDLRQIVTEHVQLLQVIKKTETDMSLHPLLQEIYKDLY
ROMK primary: ROMK potassium channel modulators, primary screen, cell-based, thallium flux, MLSMR library | ATP-sensitive inward rectifier potassium channel 1 (Homo sapiens), P48048 | Tet-inducible ROMK, thallium flux fluorescence; actives lie on both sides | B-score at 10 µM | 130,000 tested, 2% active | AID 1918, 2009;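 active = signal ratio slope over the read window, or its plate-corrected B-score, at least 3 SD from the plate mean, either direction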;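 note: B-score of the F/F0 ratio slope over 7 to 12 s after thallium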
S1P3 antag: S1P3 receptor antagonists, primary screen, cell-based | inhibition, % at 4.98 µM | Sphingosine 1-phosphate receptor 3 (Homo sapiens), Q99500 | 170,000 tested, 0.27% active | CHO S1P3 NFAT-BLA reporter, FRET fluorescence, antagonist mode | AID 485, 2006;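 active = inhibition above the plate cutoff, the mean inhibition of test wells on that plate plus 3 SD, cut at about 28% in these data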;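 note: cells challenged with S1P at its EC80 of 0.8 µM; blue over green emission ratio from cleaved BLA substrate after 4 h stimulation; 0% = S1P-stimulated wells and 100% = unstimulated DMSO-only wells; some compounds past the cut are filed as inactive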
Target sequence (Q99500 whole entry, looked up): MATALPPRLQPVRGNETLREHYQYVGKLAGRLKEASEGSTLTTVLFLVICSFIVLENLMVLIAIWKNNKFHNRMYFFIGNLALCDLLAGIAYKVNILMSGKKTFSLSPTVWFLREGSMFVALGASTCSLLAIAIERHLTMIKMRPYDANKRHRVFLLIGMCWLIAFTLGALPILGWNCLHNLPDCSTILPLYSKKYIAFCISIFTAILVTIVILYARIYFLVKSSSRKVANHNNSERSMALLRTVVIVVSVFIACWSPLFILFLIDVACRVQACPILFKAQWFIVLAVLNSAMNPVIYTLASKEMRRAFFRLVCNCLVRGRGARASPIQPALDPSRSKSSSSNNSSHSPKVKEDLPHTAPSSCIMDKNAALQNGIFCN
Diaph inh CS: diaphorase inhibitors and chemical oxidizers, primary screen, counter-screen for diaphorase-coupled primary assays, biochemical, uHTS, resorufin fluorescence | 190,000 tested, 0.69% active | inhibition, % at 20 µM | AID 1217, 2008 | diaphorase resazurin-to-resorufin fluorescence, NADH, 16 min; bacterial (C. kluyveri) enzyme, not human;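 active = primary screen inhibition at 20 µM above a set limit, cut at about 50% in these data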;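 note: plate controls were DMSO with full reaction for no effect and wells lacking NADH for full effect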
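material = Clostridium kluyveri diaphorase enzyme | amount = 0.14 U/mL diaphorase, enzyme working solution | schedule = incubation 16 min, room temperature | detection = fluorescence of resorufin formed from resazurin, Ex 544/Em 590 nm | benchmarks = positive control minus NADH, DMSO neutral control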
PMI act: activators of human PMI, primary screen, biochemical, fluorescence intensity, near-Km mannose 6-phosphate. Mannose-6-phosphate isomerase (Homo sapiens), P34949. purified human PMI, coupled resazurin fluorescence, 20 min; hits give high values; 1 = vehicle control, 0 substrate-free wells. activation factor at 20 µM. 190,000 tested, 0.005% active. AID 1214, 2008;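 active = activation factor of 2 or more at 20 µM, relative to plate controls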
PPARg SRC1 recr: PPARgamma agonists recruiting SRC-1 coactivator, primary screen, biochemical; activation, % at 8 µM; PPARgamma-SRC-1 coactivator recruitment biochemical assay; 200,000 tested, 0.41% active; AID 631, 2007; Peroxisome proliferator-activated receptor gamma (Homo sapiens), P37231; in the data active = activation above about 19%;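 note: 0% = DMSO and 100% = reference agonist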
PMI act hi M6P: human PMI activators, high substrate, primary screen, biochemical, fluorescence intensity, near-saturating mannose 6-phosphate | coupled PMI enzyme assay, resazurin fluorescence, 20 min; hits give high values; 1 = untreated enzyme, 0 = substrate-free blank | activation factor at 20 µM | 190,000 tested, 0.34% active;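 active = activation factor of 2 or more at 20 µM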
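Test system: human phosphomannose isomerase with PGI, G6PDH, diaphorase coupling enzymes / Doses: 20 µM compound, 1% DMSO / Times: enzyme reaction with compound 20 min at room temperature / Measured by: Diaphorase-driven resazurin-to-resorufin fluorescence, excitation 544, emission 590 nm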
SRC2 TRFRET art: TR-FRET signal artefacts, primary screen, artefact control for PPARgamma SRC-2 agonist project, biochemical; AID 1049, 2008; TR-FRET artefact counter-screen; hits give high values; 200,000 tested, 0.4% active; TR-FRET ratio at 8 µM; in the data active = TR-FRET ratio above about 2000; note: inactives centre near 1500
G6PDH counter: L. mesenteroides G6PDH inhibitors, counter-screen for G6PDH-coupled screening assays, biochemical, Leuconostoc mesenteroides enzyme. glucose-6-phosphate dehydrogenase [Leuconostoc mesenteroides]. Purified L. mesenteroides G6PDH, diaphorase/resazurin coupled fluorescence, 45 min. inhibition, % at 5 µM. 200,000 tested, 0.12% active. AID 1020, 2008; in the data active = inhibition above about 50%
Diaphorase act: compounds boosting diaphorase resazurin reduction – biochemical, uHTS, resorufin fluorescence, counter-screen for diaphorase-coupled primary assays, primary screen; Diaphorase/resazurin coupled assay, 16 min; hits give high values; 1 = vehicle wells, 0 = NADH-free wells; activation factor at 20 µM; 190,000 tested, 0.005% active; AID 1229, 2008;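 active = diaphorase activity raised at least twofold by the compound at 20 µM; inactive = activation factor below 2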
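Material: Clostridium kluyveri diaphorase, purified enzyme; Quantity: enzyme 0.07 U/mL final; Medium: HEPES pH 7.4 buffer with MgCl2 and Tween 20; Dosing: single compound dose of 20 µM, 1% DMSO final; Schedule: 16 min reaction at room temperature; Measured by: red resorufin fluorescence at 544/590 nm excitation/emission.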
PPARg SRC-3 ag: PPARgamma agonists recruiting SRC-3 coactivator, primary screen, biochemical. biochemical PPARgamma/SRC-3 coactivator recruitment assay. 200,000 tested, 0.26% active. activation, % at 8 µM. Peroxisome proliferator-activated receptor gamma (Homo sapiens), P37231; in the data active = activation above about 23%;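 note: 0% = DMSO and 100% = reference agonist; some compounds past the cut are filed as inactive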
Active calls of the source: *; / = no result given.

SMILES | PPARg SRC-2 ag | ROMK primary | S1P3 antag | Diaph inh CS | PMI act | PPARg SRC1 recr | PMI act hi M6P | SRC2 TRFRET art | G6PDH counter | Diaphorase act | PPARg SRC-3 ag
O=C(O)c1ccc(/C=C/c2ccc3cccc(O)c3n2)cc1 | 6 | 0.53 | -10 | 24 | 0.9 | 5 | 0.6 | 1678 | 47 | 0.8 | 5
CC(=O)c1ccc(N2CCN(C(=O)C3CCCN(S(=O)(=O)c4c(C)[nH]c(=O)[nH]c4=O)C3)CC2)cc1 (centres undefined) | -5 | -0.4 | -13 | 1 | 1.1 | -5 | 1 | 1626 | 3 | 1 | -3
O=C(CCCOc1ccccc1)Nc1nc2ccccc2[nH]1 | 4 | -0.11 | -9 | 3 | 0.9 | 3 | 0.9 | 1752 | 2 | 1 | 4
Nc1nc(NCCCN2CCOCC2)nc(Nc2ccccc2)c1[N+](=O)[O-] | 1 | / | -5 | 7 | 1 | -5 | 1 | 1612 | -8 | 0.9 | 1
COc1ccc(/C=C2/SC(=S)N(CCC(=O)O)C2=O)cc1 | 7 | / | / | 2 | 1 | 2 | 0.9 | 1457 | 1 | 1 | 8
Cc1oc(-c2ccccc2)nc1CC(=O)O | 10 | -0.23 | / | 6 | 0.9 | 1 | 1 | 1475 | -3 | 0.9 | 4
CCOc1ccc(NC(=O)CCn2cccc2)cc1 | 5 | 0.91 | -4 | 9 | 1 | -5 | 1 | 1352 | 0 | 0.9 | -9
Cc1ccc(CC2CC(=O)N(c3ccc4c(c3)OCCO4)C2=O)cc1 (centres undefined) | 2 | -0.028 | / | 15 | 1 | 4 | 1 | 1530 | 6 | 0.8 | 0
O=C(O)c1ccc2c(c1)C(=O)/C(=C/c1ccccc1)C2=O | 6 | 0.42 | -9 | 36 | 1.5 | 0 | 1.9 | 1448 | 3 | 0.6 | 2
CCOc1ncccc1C(=O)OCC(=O)N(CC)c1ccccc1 | 3 | -0.55 | 22 | 18 | 1 | 2 | 0.9 | 1616 | 5 | 0.8 | 1
Cc1ccccc1C(=O)NC(=S)NCC(=O)c1ccccc1 | 2 | / | / | 14 | 1 | -5 | 1 | 1380 | 6 | 0.9 | 1
Cc1ccc(C(=O)CNc2ccccc2C)cc1 | 5 | / | 8 | 11 | 1.2 | -2 | 1.2 | 1601 | -1 | 0.9 | 1
COC(=O)CSc1nc(C)cc(Oc2ccccc2)n1 | 0 | / | -1 | 11 | 1 | 6 | 1 | 1670 | -1 | 0.9 | 12
CC(=O)c1ccc(NC(=S)Nc2cccc(Cl)c2C)cc1 | -4 | -0.63 | -9 | -5 | 1.2 | -2 | 1.1 | 1637 | 2 | 1.1 | 4
O=C(CC1C(=O)NCCN1Cc1c(F)cccc1Cl)NCc1ccccc1 (centres undefined) | 6 | / | 10 | / | / | 7 | / | 1653 | 10 | / | -1
Clc1ccc(-c2noc(CSc3nnc(-c4ccncc4)n3-c3ccccc3)n2)cc1 | 6 | -0.32 | / | 18 | 0.9 | 5 | 1 | 1514 | -2 | 0.8 | 1
NS(=O)(=O)c1ccc(NS(=O)(=O)c2ccc(NC(=S)Nc3ccccc3)cc2)cc1 | -5 | / | -5 | 4 | 1 | -3 | 1 | 1635 | 13 | 1 | -3
O=c1c2cc(N3CCOCC3)ccc2[nH]c(=S)n1Cc1ccccn1 | 2 | / | / | 40 | 0.8 | -2 | 0.9 | 1446 | 22 | 0.6 | 2
CCNC(=O)CSc1nc(-c2ccc(F)cc2)cs1 | 5 | -0.57 | -5 | 8 | 1.5 | 13 | 1.2 | 1738 | 0 | 0.9 | 4
CCOC(=O)C(NC(=O)Nc1ccccc1)(OCC)C(F)(F)F (centres undefined) | 0 | / | 12 | 12 | 0.9 | 5 | 0.9 | 1404 | 3 | 0.9 | -4

Continued; it opens with the three that closed the last part.
SMILES | PPARg SRC-2 ag | ROMK primary | S1P3 antag | Diaph inh CS | PMI act | PPARg SRC1 recr | PMI act hi M6P | SRC2 TRFRET art | G6PDH counter | Diaphorase act | PPARg SRC-3 ag
O=c1c2cc(N3CCOCC3)ccc2[nH]c(=S)n1Cc1ccccn1 | 2 | / | / | 40 | 0.8 | -2 | 0.9 | 1446 | 22 | 0.6 | 2
CCNC(=O)CSc1nc(-c2ccc(F)cc2)cs1 | 5 | -0.57 | -5 | 8 | 1.5 | 13 | 1.2 | 1738 | 0 | 0.9 | 4
CCOC(=O)C(NC(=O)Nc1ccccc1)(OCC)C(F)(F)F (centres undefined) | 0 | / | 12 | 12 | 0.9 | 5 | 0.9 | 1404 | 3 | 0.9 | -4
COc1ccc(-c2c[n+]3c4n2CCCCC4=C(c2ccccc2)C3)cc1 | 3 | / | / | 17 | 1.1 | -5 | 1.1 | 1464 | 13 | 0.8 | -1
Nc1ncc(-c2ccccc2)n1CC1CCCO1 (centres undefined) | 4 | -0.22 | -25 | -15 | 0.9 | -2 | 1 | 1490 | 9 | 1.1 | 17
CCN(CC)S(=O)(=O)c1ccc(C(=O)OC2CCCCC2CN(C)C)cc1 (centres undefined) | 5 | / | -24 | 10 | 1.1 | 3 | 1 | 1486 | 15 | 0.9 | 2
CCC/C(=N/Nc1ccc(Cl)cc1)c1cnnc(-c2ccccc2)n1 | -10 | 0.43 | / | / | / | 2 | / | 1320 | / | / | -3
COC(=O)CC1Nc2ccccc2SC1=O (centres undefined) | -2 | / | 1 | 12 | 1 | 2 | 1 | 1500 | 6 | 0.9 | 7
O=C(NCc1ccccn1)C1CC(c2ccccc2O)=NO1 (centres undefined) | -2 | 2.6* | -1 | 0 | 1 | -5 | 1 | 1479 | 6 | 1 | -3
CCCCCC(=O)N/N=C(\C)c1ccc(Cl)cc1 | -6 | / | / | 2 | 0.9 | -7 | 1 | 1347 | 14 | 1 | -20
O=C(O)c1nsc(Cl)c1Cl | 5 | -0.53 | / | 23 | 1 | 2 | 1 | 1736 | 2 | 0.8 | 5
CN(c1ccccc1)c1ccc(/C=C(\C#N)c2nnc3n2CCCCC3)cc1[N+](=O)[O-] | 4 | / | 16 | -7 | 1.1 | -4 | 1.3 | 1444 | -18 | 1.1 | -1
COc1ccccc1Oc1ccc(NC(=O)c2ccc(Cl)cc2)cc1 | 5 | -0.011 | 5 | 17 | 0.9 | 2 | 0.9 | 1556 | 1 | 0.8 | 3
CC(C)(C)c1nn(-c2ccccc2)c2[nH]c(=O)c(CNCc3ccc4c(c3)OCO4)cc12 | 1 | -2 | / | -16 | 1.1 | -9 | 1.1 | 1440 | 15 | 1.2 | -6
Cc1ccc(NC(=O)CCC2CC(C)(C)OC2=O)cc1 (centres undefined) | -7 | / | -9 | 16 | 1 | 2 | 0.9 | 1629 | 0 | 0.8 | -1
CCOC(=O)c1ccc2[nH]c3c(c2c1)CCCC3C(=O)OCC (centres undefined) | -3 | / | / | 20 | 0.8 | 0 | 0.8 | 1552 | 4 | 0.8 | -7
COc1cccc(N2CCN(C3OC(=O)c4ccccc43)CC2)c1 (centres undefined) | 3 | 0.089 | -46 | 4 | 0.9 | 2 | 0.9 | 1604 | 4 | 1 | 7
CCOC(=O)N1CCN(C(=O)C2CCCN(Cc3nc(-c4ccc(Cl)cc4)oc3C)C2)CC1 (centres undefined) | -3 | / | -34 | 10 | 0.9 | 2 | 1 | 1698 | 6 | 0.9 | 2
N#CCN1CCC(c2cc(-c3ccco3)n[nH]2)CC1 | -2 | / | -5 | 38 | 1.1 | 8 | 0.6 | 1568 | 14 | 0.6 | 3
COc1ccc(CCNC(=O)CC2SC(=NCCc3ccccc3)NC2=O)cc1OC (centres undefined) | -6 | 0.81 | -6 | 3 | 1 | -4 | 1 | 1267 | 2 | 1 | 0
CC(C)c1nnc(NC(=O)c2cnccn2)s1 | 0 | 0.39 | -28 | 15 | 0.9 | 2 | 0.9 | 1714 | -16 | 0.9 | -14
COCCn1c(-c2ccc(OC)c(OC)c2)nc2ccccc21 | 5 | 0.43 | -6 | 15 | 0.9 | 10 | 0.9 | 1479 | -14 | 0.8 | -3
CCOc1ccc(S(=O)(=O)Nc2nc3ccccc3nc2N2CCN(C)CC2)cc1 | 4 | / | 6 | 8 | 0.9 | 8 | 1 | 1573 | 8 | 0.9 | -2
CC(=O)Nc1ccc(C(=O)CSc2ncn(-c3ccccc3)n2)cc1 | 4 | / | -38 | 25 | 0.9 | 3 | 1 | 1722 | 2 | 0.8 | 8
COc1ccccc1N1CCN(/N=C/c2cc([N+](=O)[O-])ccc2Cl)CC1 | 0 | 0.53 | -4 | 10 | 1 | -4 | 1 | 1423 | -7 | 0.9 | -2
Cc1ccc(S(=O)(=O)c2c(N)n(NC(=O)c3ccco3)c3nc4ccccc4nc23)cc1 | -8 | -1.2 | -23 | 21 | 1.6 | 5 | 1.4 | 1427 | 8 | 0.8 | 0
O=C(O)/C(=C\c1ccc(Cl)cc1)c1ccc(F)cc1 | 10 | 0.52 | -8 | 6 | 1.1 | 7 | 1.1 | 1642 | -1 | 0.9 | -1
Cc1ccc(NC(=O)CSc2nnc(C)n2CC2CCCO2)cc1 (centres undefined) | -4 | 0.53 | -16 | 2 | 1.1 | 5 | 1.1 | 1451 | 1 | 1 | 1
Cc1ccc(N2CCN(S(=O)(=O)c3ccc4c(c3)n(C)c(=O)c(=O)n4C)CC2C)cc1 (centres undefined) | 0 | -0.045 | -8 | 2 | 1 | -2 | 1 | 1620 | -4 | 1 | 4
